HT1080NT lethal – kills 2HG-producing HT-1080-NT fibrosarcoma cells. 360,000 compounds, 1.6% hits. Potency, µM (titrated, usually from 46.1 µM), for the others: at the top dose activity, negative = less viability, actives largely listed as cytotoxic. HT-1080-NT fibrosarcoma viability, CellTiter-Glo ATP luminescence, 48 h;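 further: NT is the 2HG producing partner of a matched IDH1 knockdown line; potency means the concentration at half of the fitted maximal effect; 0% = DMSO-treated cells and -100% = media-only wells without cells; nearly all actives have a fitted effect of over 55% in size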
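Viability by CellTiter-Glo luminescence after 48 h compound exposure at 37C of HT-1080-NT cells (750/well, RPMI, 5% FBS). % activity scaled between DMSO wells and medium-only wells, then curve-fitted and categorized by curve class.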
KB-3-1 cytotox – KB-3-1 parental cell cytotoxicity | KB-3-1 viability, CellTiter-Glo ATP luminescence, 72 h | AID 1347075 | Potency, µM (titrated, usually from 46.1 µM), inactives show at the top dose activity change, negative = cytotoxic, usual class: cytotoxic | 400,000 compounds, 1.4% hits; further: potency means the concentration at half of the fitted maximal effect; on the % scale 0 is the no-effect control and ±100 the full control effect; nearly all actives have a fitted effect of over 60% in size
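Multi-concentration cytotoxicity screen in KB-3-1 cells grown in DMEM lacking phenol red with 10% FBS. After 72 h at 37 °C with compound, ATP-dependent luminescence was recorded.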
HT1080 IDH1KD tx – kills HT-1080 cells with IDH1 knockdown | HT-1080 IDH1 knockdown viability, ATP luminescence, 48 h | AID 686971 | 360,000 compounds, 2% hits | Potency, µM (doses to about 46.1 µM), without a hit: at the top dose activity, negative = toxicity, usual class: cytotoxic;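 further: potency means the concentration at half of the fitted maximal effect; 0% = DMSO wells and -100% = cell-free medium wells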
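Luminescent ATP read-out (CellTiter-Glo, 10 min at room temperature) after 48 h compound exposure at 37 °C gave viability of IDH1-knockdown HT-1080 cells. Activity was normalised to DMSO and cell-free wells, then fitted as concentration-response curves.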
IL1B secr inh – inflammasome signaling inhibition, IL-1 beta readout | 360,000 compounds, 4.7% hits | THP-1 LPS/ATP IL-1B secretion, AlphaLISA, 16 h; hits give low values | activity change, % at 57.5 µM; in the data active means activity change below about -50%; inconclusive means mostly about -30% to -49%; further: on the % scale 0 is the no-effect control and ±100 the full control effect
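THP-1 cells pretreated 1 hr with compounds (up to 57.5 uM final), then stimulated with LPS (250 ng/mL final) plus ATP (1.25 mM final); secreted IL-1B measured by AlphaLISA after 16 hr, decreased signal indicating inhibition.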
KB-V1 MDR tox – KB-V1 MDR subline cytotoxicity; KB-V1 MDR cells viability, CellTiter-Glo, 72 h; AID 1347076; Potency, µM (series often up to 46.1 µM), for inactives: top-dose activity change, negative = cytotoxicity, most hits filed as cytotoxic; 400,000 compounds, 3.4% hits; further: potency means the concentration at half of the fitted maximal effect; on the % scale 0 is the no-effect control and ±100 the full control effect; nearly all actives have a fitted effect of over 60% in size
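Drug-selected KB-V1 cells, grown in DMEM lacking phenol red with 10% FBS, receive compound titrations; after three days at 37 degrees C, surviving cell ATP is quantified by CellTiter-Glo luminescence and responses normalized and curve-fitted.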
SW480 rerep – DNA re-replication induction in SW480 cells | SW480 DNA re-replication, Hoechst DNA content imaging, 48 h | Potency, µM (top dose mostly 46.1 µM), for the others: top-dose re-replication activation, usual class: activators | 340,000 compounds, 1.8% hits | AID 624297; further: potency means the concentration at half of the fitted maximal effect; % of control where 0% means no effect; nearly all actives have a fitted effect of over 55% in size
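Hoechst fluorescence of nuclei (405 nm excitation, 500-530 nm emission) measured by plate-scanning imager after 48 hr compound exposure at 37 C; re-replication scored as increased number of nuclei with elevated intensity.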
S2 tox – cell viability loss in ATXN counter-screen; S2 cells (HEK-293 line with an ATXN2-luciferase reporter) viability, CellTiter-Fluor protease fluorescence, 24 h; 400,000 compounds, 0.49% hits; AID 651635; Potency, µM (top dose mostly 56.7 µM), hits mostly cytotoxic; further: potency means the concentration at half of the fitted maximal effect; nearly all actives have a fitted effect of over 40% in size
ATXN2 expr inh – inhibitors of ATXN2 expression; Potency, µM (series often up to 57 µM), without a hit: at the highest dose activity change, negative = inhibition, most hits filed as inhibitors; 360,000 compounds, 0.72% hits; HEK-293 ATXN2-luciferase reporter, luminescence, 24 h; AID 1745845; further: potency means the concentration at half of the fitted maximal effect; on the % scale 0 is the no-effect control and ±100 the full control effect; nearly all actives have a fitted effect of over 55% in size
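qHTS (up to 57 uM final) was run with 24 h compound exposure of reporter cells at 37 °C. Each well was multiplexed: SteadyGlo luminescence measured ATXN2-luciferase expression after a fluorogenic Gly-Phe-AFC viability readout (25 uM final).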
MCF10A rereplic – induces DNA re-replication in MCF 10a normal breast cells; 350,000 compounds, 2.9% hits; Potency, µM (doses to about 46.1 µM), inactives show at the highest dose activity, positive = re-replication, actives largely listed as activators; AID 624296; MCF 10A DNA re-replication, Hoechst nuclear intensity, 48 h; further: potency means the concentration at half of the fitted maximal effect; % of control where 0% means no effect; nearly all actives have a fitted effect of over 50% in size
Active calls of the source: *; i = inactive; ? = inconclusive; . = not tested or not shown; & = joins results of further samples; [ ] = another dose, or the depositor's remark. Unless noted, the call rests on the fitted dose curve; in most records, active means well fitted curve in the direction sought with a large enough effect; inconclusive means small, poorly fitted or top-dose-only effect, or another doubt; inactive means no such curve, though single readings can be large; an effect the other way counts as inactive or inconclusive.

SMILES	HT1080NT lethal	KB-3-1 cytotox	HT1080 IDH1KD tx	IL1B secr inh	KB-V1 MDR tox	SW480 rerep	S2 tox	ATXN2 expr inh	MCF10A rereplic
O=C(CNC(=O)COc1ccccc1)NCCN1CCOCC1	7%	17%	-1%	12	?	-7%	i	-1%	1%
CC(C)(C)C1CCC(=NNC(=O)c2ccco2)CC1 (stereo not drawn)	3%	9%	12%	-7	29%	-10%	i	5%	-6%
O=c1c2ccccc2c(=O)n(-c2ccccc2)n1-c1ccccc1	6%	0%	17%	3	-8%	-3%	?	-4%	17%
O=C(N/N=C/c1ccc([N+](=O)[O-])s1)c1ccncc1	-20%	0%	?	-98*	-9%	4%	i	?	?
CC(C)n1cc(/C=C2/NC(=O)N(c3cccc(Cl)c3)C2=O)c2ccccc21	-14%	?	?	0	?	20%	i	-24%	?
CN(CCCNS(=O)(=O)c1cccc2cccnc12)Cc1ccccc1	-1%	14%	5%	-13	0%	13%	i	8%	18%
CCOC(=O)c1sc(NC(=O)CSc2nnnn2-c2ccccc2)nc1C	-2%	-3%	11%[9.24 µM]	2	-8%	?	i	1%	-29%
COc1ccc(OC)c(-n2c(=O)[nH]c3cc(C(=O)NCCc4ccc(OC)c(OC)c4)ccc3c2=O)c1	.	0%	.	.	21%	.	?	-1%	.
CC(=O)c1c(Nc2ccccc2)sc(C(=O)c2ccccc2)c1C	0%	?	0%	?	3.7µM*	-47%[inhibitor]	i	-21%	-3%
O=C(N/N=C1/CCSC1)c1cccc([N+](=O)[O-])c1	-4%	10%	3%	13	6%	0%	?	-8%	1%
Cc1cc(C)cc(OCC(=O)NNC(=O)CCC(=O)NCc2ccccc2)c1	-9%	-7%	-3%	11	25%	2%[9.22 µM]	i	-8%	-4%
CCOC(=O)c1sc(=NC(=O)c2ccc(Br)cc2)n(C)c1C	0%	20%	10%	38	7%	20%	i	16%	-1%
Cc1ccccc1OCCC(=O)OCC(=O)NNC(=O)c1cccs1	11%	2%	-2%	-1	19%	13%	i	12%	5%
COC(=O)N(C)C[C@H]1OCc2cnnn2CCCC(=O)N([C@@H](C)CO)C[C@@H]1C	4%	28%	0%	-6	?	.	i	1%	.
O=C1NC2(CCN(Cc3ccccc3)CC2)Oc2ccccc21	0%	-2%	-8%	-9	-9%	3%	i	.	2%
Cc1cc(C)cc(N(C(=O)c2csnn2)C(C(=O)NC(C)(C)C)c2cccs2)c1 (stereo not drawn)	7%	-11%	2%	13	-18%	-5%	?	0%	-4%
O=[N+]([O-])c1ccc(S(=O)(=O)Nc2ccc(-c3ccccc3)cc2)cc1	-24%	-9%	-3%	-3	-18%	.	?	.	.
c1ccc(C(c2nnnn2C2CCCCC2)N2CCc3ccccc3C2)nc1 (stereo not drawn)	9%	-7%	-6%	-4	?	2%	?	1%	2%
CC(=O)Nc1ccc2c(CN3C(=O)NC(C)(c4ccc(C)cc4)C3=O)cc(=O)oc2c1 (stereo not drawn)	?	-3%	?	-11	-5%	-1%	i	-15%	2%
COc1ccc(-c2ccc3nnc(SCC(=O)N4CCCC4)n3n2)cc1	-7%	-4%	0%	?	-15%	-11%	i	-6%	-2%
COc1ccc(C2CC(=O)N3CN(c4ccc(C)c(Cl)c4)CSC3=C2C#N)cc1 (stereo not drawn)	-15%	22%	2%	-4	?	8%	i	23%	-4%
CCOC(=O)[C@@H]1[C@H]2COc3ccccc3[C@H]2N2C(=O)N(c3ccccc3)C(=O)[C@]12C	8%	0%	5%	12	13%	4%	i	2%	8%
Nc1cc(=O)[nH]c(=O)n1-c1cccc(F)c1	-5%	17%	7%	-14	-1%	-2%	i	.	5%
Cc1nc(N2CCN(c3ccccn3)CC2)c2c(C)c(C(=O)Nc3c(C)cc(Br)cc3C)sc2n1	-8%	-28%	1%	?	12%	?	i	-2%	10%
NC(=O)/C=C\C(=O)Nc1cccc(C(F)(F)F)c1	?	-8%	10µM*	-105*	26%	1%	i	-33%	15%

Next part, starting with the last 2 of the part before.
SMILES	HT1080NT lethal	KB-3-1 cytotox	HT1080 IDH1KD tx	IL1B secr inh	KB-V1 MDR tox	SW480 rerep	S2 tox	ATXN2 expr inh	MCF10A rereplic
Cc1nc(N2CCN(c3ccccn3)CC2)c2c(C)c(C(=O)Nc3c(C)cc(Br)cc3C)sc2n1	-8%	-28%	1%	?	12%	?	i	-2%	10%
NC(=O)/C=C\C(=O)Nc1cccc(C(F)(F)F)c1	?	-8%	10µM*	-105*	26%	1%	i	-33%	15%
O=C(c1cccs1)N1CCCc2cc(NS(=O)(=O)c3ccc(F)cc3F)ccc21	.	9%	.	.	-13%	.	?	-17%	.
Cc1oc2cc3oc(=O)c(CCC(=O)NC4CC4)c(C)c3cc2c1C	17%	0%	5%	-15	?	13%	i	10%	-5%
CC(=O)C1=C(O)C(=O)N(c2cccc(C(=O)O)c2)C1c1ccccc1F (stereo not drawn)	15%	14%	-1%	0	30%	3%	i	10%	0%
S=C(Nc1ccccc1)NC1CCN(Cc2ccccc2)CC1	-6%	-12%	-7%	-27	?	-5%	i	-7%	2%
CCCCCn1c(CN2CC(C)OC(C)C2)nc2c1c(=O)n(C)c(=O)n2C (stereo not drawn)	20%	16%	10%	0	6%	-14%	i	-10%	-4%
Cn1cc(CN2CCCC(C(=O)c3cccs3)C2)c(-c2cccc(Cl)c2)n1 (stereo not drawn)	-20%	-1%	-15%	-28	1%	-40%[inhibitor][1.84 µM]	?	-14%	?
COc1ccc(-n2ncc(Cl)c(Cl)c2=O)cc1	4.6µM*	5.2µM*	8.2µM*	-107*	?	3%	3.8µM*	?	0.82µM*
COc1ccccc1N(C)S(=O)(=O)c1ccc(C(=O)NC2=NCCS2)cc1	-3%	7%	-5%	17	-9%	2%	i	31%	0%
Cc1sc2nc(CSCC(=O)N(C)CC(=O)Nc3ccc(F)cc3)[nH]c(=O)c2c1C	-8%	14%	-4%	-26	0%	14%	i	-5%	?
CCN1C/C(=C/c2cccc([N+](=O)[O-])c2)C(=O)/C(=C/c2cccc([N+](=O)[O-])c2)C1	4.1µM*	-57%	3.3µM*	-106*	?	3.7µM*	4µM*	3.2µM*	0.82µM*
O=C(CNS(=O)(=O)c1ccc2ccccc2c1)Nc1ccc(F)c(F)c1F	12%	-2%	15%	18	?	-2%	?	-14%	21%
CCOC(=O)NC1(C(F)(F)F)N=C(c2ccccc2)NC1=O (stereo not drawn)	18%	0%	11%	10	25%	-2%	i	-5%	-2%
CCN1CCN(c2ccccc2NC(=O)c2ccc(-n3cccn3)cc2)CC1	-6%	18%	-4%	?	-3%	-3%	i	-4%	21%
Cc1ccccc1[C@H](NC1c2ccccc2C=Cc2ccccc21)P(=O)(c1ccccc1)c1ccccc1	15µM*	?	13µM*	-74*	?	.	?	?	.
COCCCNC(=O)CCSc1ccc(C)cc1	3%	0%	10%	18	29%	-3%	i	-14%	13%
Cc1ccc(C)c(NC(=O)COC(=O)c2c(C)nn(-c3ccccc3)c2C)c1	6%	13%	1%	-21	1%	-2%	i	5%	17%
CN(C)c1ccc(NC(=S)NC(=O)/C=C/c2ccc(Cl)cc2)cc1	15%	6%	21%	-3	16%	-2%	i	54%[activator]	9%
CC(=O)c1cccc(Nc2nc(-c3cccnc3)cs2)c1	-22%	-6%	?	-88*	?	0%	i	63%[activator]	-7%
Cc1sc2ccccc2[n+]1CCC(C)S(=O)(=O)[O-] (stereo not drawn)	8%	24%	13%	-13	11%	1%[9.22 µM]	i	-4%	-1%
COc1ccc(OC)c2sc(N3CCCCC3)nc12	0%	9%	-1%	-3	-11%	-12%	i	22%	21%
CCC(C)N(C(=O)COc1ccc(Cl)c2cccnc12)C1CCS(=O)(=O)C1 (stereo not drawn)	6%	-1%	6%	8	8%	-1%	i	-1%	1%
CC1CC(C)CN(C(=O)CCC(=O)Nc2nnc(C(C)C)s2)C1 (stereo not drawn)	1%	7%	24%	7	-13%	?	i	2%	12%
O=C(NC(=S)NC1CCCCC1)c1ccc(Cl)cc1	-10%	-16%	-20%	-21	-15%	0%	i	110%[activator]	?
O=C(c1cnsn1)N1CCC(CO)(Cc2ccc(Cl)cc2)CC1	3%	4%	2%	-14	-24%	-1%	i	-28%	0%
CCn1c2ccccc2c2cc(NC(=O)COc3ccc(OC)cc3)ccc21	?	4%	12%	-30	5%	-11%	i	-7%	0%

(list continues)
SMILES	HT1080NT lethal	KB-3-1 cytotox	HT1080 IDH1KD tx	IL1B secr inh	KB-V1 MDR tox	SW480 rerep	S2 tox	ATXN2 expr inh	MCF10A rereplic
NC(=O)Cc1ccc(C(=O)c2ccccc2)s1	-2%	-1%	-2%	-16	-14%	-16%	i	32%	10%
CCOC(=O)c1cc(NC(=O)Nc2ccccn2)c(C)nc1C	-2%	?	-2%	-22	-9%	6%	i	2%	?
Cc1cccc(OCC(=O)N/N=C/c2cn[nH]c2-c2ccc(Cl)c(Cl)c2)c1	-4%	0%	?	?	-20%	12%	?	-34%	?
CCOC(=O)Cn1cc(-c2ccccc2)nn1	16%	16%	9%	40	?	-2%	i	1%	1%
O=C(N/N=C/C=C/c1ccco1)c1ccncc1	-2%	18%	26%	-21	23%	-1%	i	-12%	-3%
Cn1c(=O)[nH]c(=O)c2c1nc(N1CCCCC1)n2CCCSc1nnnn1-c1ccccc1	-2%	29%	-3%	3	9.2µM*	-4%	i	-6%	3%
CCCCN(C(=O)c1ccc2c(c1)OCCO2)c1c(N)n(CC(C)C)c(=O)[nH]c1=O	6%	-3%	-4%	1	25%	-1%	i	-7%	-2%
C=CCNC(=S)N/N=C/c1ccc(C(F)(F)F)cc1	?	?	-12%	-56*	-17%	58%	?	?	22%
C[C@@]12C(=O)Nc3ccc(Cl)cc3C(=O)N1[C@H]1c3ccccc3OC[C@@H]1[C@@H]2c1ccccc1	-21%	?	-24%	?	-14%	0%	i	2%	?
Cc1ccc(-n2c(SCC(N)=O)nc3c([nH]c4ccccc43)c2=O)cc1	-16%	4%&-3%	-20%	23	17%&6%	-5%	?	1%&9%	2%
